Compound activity (PubChem)
KinaseGlo FLuc = counter-screen: inhibitors of Kinase-Glo firefly luciferase; Q27757; Kinase-Glo luciferase, ATP luminescence, 8 min; Potency, µM (titrated, usually from 38.3 µM), without a hit: top-dose activity change, negative = inhibition, usual class: inhibitors; 0.28% of 200,000 active; AID 1379; further: potency means the concentration at half of the fitted maximal effect; on the % scale 0 is the no-effect control and ±100 the full control effect; nearly all actives have a fitted effect of over 60% in size
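Kinase-Glo luciferase light output from ATP and luciferin was measured with 10 uM ATP, within the enzyme's linear range. Buffer: 50 mM imidazole pH 7.2, 50 mM KCl, 7 mM MgCl2, 0.01% Tween 20, 0.05% BSA; luminescence read after 8 min at ambient temperature.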
L3MBTL1 block = L3MBTL1 (human) inhibition; Q9Y468; AlphaScreen L3MBTL1–H3K9me1 peptide binding; Potency, µM (highest dose often 57.1 µM), for the others: at the top dose activity, negative = inhibition, actives largely listed as inhibitors; 0.66% of 230,000 active; AID 485360; further: potency means the concentration at half of the fitted maximal effect; on the % scale 0 is the no-effect control and ±100 the full control effect; nearly all actives have a fitted effect of over 60% in size
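AlphaScreen proximity signal between nickel-chelate acceptor and streptavidin donor beads (final 10 ug/mL) reports binding of 50 nM L3MBTL1 to 75 nM biotin-H3 K9me1 peptide; complex incubated with compounds 30 min at room temperature; cefsulodin titration as control.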
IMPase Li cell = cell-permeable IMPase inhibitors with lithium potentiation; CHO-M1 cells, IP1 TR-FRET (IP-One), carbachol + lithium; AID 1457; Potency, µM (series often up to 59.4 µM), for the others: at the top dose activity, negative = IMPase inhibition, most hits filed as inhibitors; 0.35% of 210,000 active;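 further: IP1 builds up when IMPase is blocked and the TR-FRET signal falls; potency means the concentration at half of the fitted maximal effect; plate controls were basal vehicle for no effect and high inhibitor control for full effect; nearly all actives have a fitted effect of over 50% in size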
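Steps: plate 2000 CHO-M1 cells per well and culture 16–30 h; add compound and lithium; incubate 30 min, 37C; add d2-IP1 tracer and Eu cryptate anti-IP1 antibody in lysis buffer; read after 10 min at room temperature.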
CBFb RUNX1 block = inhibitors of human CBF-beta and RUNX1 interaction; AlphaScreen CBFb-His/RUNX1-biotin binding, biochemical; 230,000 tested, under 10 active; Potency, µM (highest dose often 59.8 µM), for inactives: at the top dose activity, negative = inhibition, usual class: inhibitors; further: % of control where 0% means no effect
Target sequence (Q01196 whole entry, looked up): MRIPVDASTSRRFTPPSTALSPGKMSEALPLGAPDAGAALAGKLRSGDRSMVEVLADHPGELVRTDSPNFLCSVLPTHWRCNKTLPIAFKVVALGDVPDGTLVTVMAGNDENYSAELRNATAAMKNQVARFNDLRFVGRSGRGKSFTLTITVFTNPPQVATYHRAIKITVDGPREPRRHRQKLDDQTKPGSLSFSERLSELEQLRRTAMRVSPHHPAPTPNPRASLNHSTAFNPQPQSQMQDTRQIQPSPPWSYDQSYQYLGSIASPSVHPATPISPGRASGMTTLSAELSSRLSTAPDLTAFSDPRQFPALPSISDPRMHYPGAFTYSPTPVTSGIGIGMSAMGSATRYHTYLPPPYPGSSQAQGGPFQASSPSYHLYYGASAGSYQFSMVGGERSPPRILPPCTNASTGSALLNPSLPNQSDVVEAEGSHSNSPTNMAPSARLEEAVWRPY
Target sequence (Q13951 whole entry, looked up): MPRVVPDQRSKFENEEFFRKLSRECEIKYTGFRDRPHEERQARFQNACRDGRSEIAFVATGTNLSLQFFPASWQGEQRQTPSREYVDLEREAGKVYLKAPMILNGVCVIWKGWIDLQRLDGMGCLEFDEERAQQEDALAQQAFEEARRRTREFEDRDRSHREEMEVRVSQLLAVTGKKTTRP
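Interaction loss through any mechanism counts as activity. Pre-formed complex of His-CBF-beta and biotin-RUNX1 (30 nM apiece) is incubated with compound 15 min, then with 50 ng nickel and 50 ng streptavidin beads for 90 min before AlphaScreen detection.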
NPSR antagonist = neuropeptide S receptor (human) antagonism, cAMP; Q6W5P4; CHO-NPSR cells, cAMP TR-FRET, antagonist mode; Potency, µM (top dose mostly 38.3 µM), for inactives: at the highest dose activity change, negative = inhibition, hits mostly inhibitors; 1% of 220,000 active; further: potency means the concentration at half of the fitted maximal effect; on the % scale 0 is the no-effect control and ±100 the full control effect; nearly all actives have a fitted effect of over 50% in size; many of its hits are not listed in these tables
Target sequence (Q6W5P4 whole entry, looked up): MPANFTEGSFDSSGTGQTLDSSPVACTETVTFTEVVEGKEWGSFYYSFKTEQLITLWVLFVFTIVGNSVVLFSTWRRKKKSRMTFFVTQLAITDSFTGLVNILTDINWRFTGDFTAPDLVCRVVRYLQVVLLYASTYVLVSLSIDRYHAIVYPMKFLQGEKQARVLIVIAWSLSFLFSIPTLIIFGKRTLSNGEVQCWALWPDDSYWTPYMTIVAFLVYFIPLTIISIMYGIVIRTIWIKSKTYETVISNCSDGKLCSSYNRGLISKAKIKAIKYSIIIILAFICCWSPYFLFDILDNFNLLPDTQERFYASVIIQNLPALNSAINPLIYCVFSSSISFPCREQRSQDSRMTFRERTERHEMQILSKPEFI
Epigenetic derep = epigenetic control regulation, reporter derepression | murine LDR cells, GFP reporter derepression, 30 h | Potency, µM (highest dose often 53.9 µM), inactives show at the top dose GFP activation, hits mostly activators | 0.2% of 280,000 active; further: potency means the concentration at half of the fitted maximal effect; % of control where 0% means no effect; nearly all actives have a fitted effect of over 60% in size
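GFP-positive cell count by laser-scanning cytometry (objects 20–120 um) after 30 h, 37 C compound exposure of murine LDR cells; reporter is CMV-GFP integrated at a silenced locus, inducible by HDAC or DNMT inhibitors.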
HTT aggregate = inhibitors of mutant huntingtin aggregate formation in PC12 cells | 1.1% of 220,000 active | PC12 HttQ103-GFP aggregates, Acumen cytometry, 40 h | Potency, µM (highest dose often 46.1 µM), for the others: at the highest dose activity change, negative = inhibition, hits mostly inhibitors; further: potency means the concentration at half of the fitted maximal effect; on the % scale 0 is the no-effect control and ±100 the full control effect; nearly all actives have a fitted effect of over 60% in size
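Steps: seed 1500 PC12 HTTQ103-GFP cells/well; add tebufenozide, 100 nM final; add compound titration; add ATPLite reagent; quantify GFP aggregates by laser scanning cytometry.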
The depositor's hits bear a star; u = inconclusive; x = not tested or not shown; & = joins results of further samples; ! = not active in a repeat; [ ] = remark or other dose. The call rests on the fitted dose curve; in most records, active means well fitted curve in the direction sought with a large enough effect; inconclusive means small, poorly fitted or top-dose-only effect, or another doubt; inactive means no such curve, though single readings can be large; an effect the other way counts as inactive or inconclusive.

Values run as follows: KinaseGlo FLuc, L3MBTL1 block, IMPase Li cell, CBFb RUNX1 block, NPSR antagonist, Epigenetic derep, HTT aggregate
1. CCN(CC)S(=O)(=O)c1cc(NC(=O)C(C)Nc2ccccc2N2CCOCC2)ccc1C (stereo unspecified)
→ -1%, -22%, 4%, -7%, -37%, -1.4%, -31%
2. CC1(C)CC(=O)C2=C(C1)NC(=O)CC2c1cccc(F)c1 (stereo unspecified)
→ -1%, 55%[activator], -11%[38.3 µM], -4%, -8%[46.1 µM], -3.1%, -1%
3. CCCNC(=O)CN(c1ccc(F)c(Cl)c1)S(C)(=O)=O
→ 1%, x, 16%[38.3 µM], 5%, -10%[46.1 µM], -1.1%, -20%
4. CCCCOCP(=O)(CC)COCCCC
→ -1%, x, 39%[38.3 µM], -1%, -1%[46.1 µM], 0.8%, 2%
5. COc1ccc(-n2cc(CNCCN3CCOC3=O)c(-c3ccccc3Cl)n2)cc1
→ x, 4%, x, 3%, 7%, 0.0%, 23%[9.22 µM]
6. COc1ccccc1CN1C[C@@H]2C[C@@H](c3ccc(C)cc3)N3CCC[C@@]23C1=O
→ 0%, -1%, 19%, 5%, 33%, 13%, 21%[9.22 µM]
7. Cc1cc(NC(=O)c2cc3nc(C4CC4)cc(C(F)(F)F)n3n2)no1
→ -1%, -7%, 8%[38.3 µM], 3%, -1%[46.1 µM], 1.5%, -1%
8. CC1(C)OC(=O)C(=CNc2ccccc2F)C(=O)O1
→ -3%, -7%, 18%[38.3 µM], 2%, -7%[46.1 µM], -1.1%, 16%
9. O=C(Nc1ccc(NC(=O)C2CC2)cn1)c1ccccc1Cl
→ -3%, 4%, 5%, 6%, -7%[46.1 µM], -1.5%, 0%
10. O=C(NC(=O)c1ccccc1Cl)Nc1ccc(-c2cnco2)cc1
→ x, 10%, x, -1%, -6%, -1.6%, 21%[9.22 µM]
11. Cc1nn(-c2ccc(F)cc2)c2c1cc(C#N)c1nc3ccccc3n12
→ -1%, 25%, u, 8%, -4%[46.1 µM], 6.5%, -6%
12. CCOC(=O)C1CCCCN1Cc1ccccc1C(F)(F)F (stereo unspecified)
→ -1%, 1%, -1%[38.3 µM], -4%, -25%[46.1 µM], -0.8%, 19%
13. CCc1ccc(C2C(C#N)=C(N)C(C#N)(C#N)C3=CCC(C(C)(C)C)CC32)cc1 (stereo unspecified)
→ 1%, 3%, 3%, -2%, u, 3.3%, 31%
14. C[n+]1cc2c3c(ccc2c2ccc4cc5c(cc4c21)OCO5)OCO3
→ 0%, x, 50%&13%&36%&10%[activator], u, u, u, 6.3µM*
15. O=C1CCCC2=C1C1(CCCC1)N=C(Nc1nc3ccccc3o1)N2
→ x, -2%, x, 5%, -10%[46.1 µM], -0.4%, 3%
16. O=C(O)c1cc(-c2ccco2)nc2ccc(Br)cc12
→ -2%&-3%, 4.5µM*, 10µM*!, -13%, 6.3µM*!, 0.0%&-1.0%, -18%&-6%
17. Cc1ccc(Cl)cc1NC(=S)N(CCCN1CCN(C)CC1)Cc1ccco1
→ -5%, x, 0%, -5%, 5%, -1.8%, 5%
18. Cc1ccc(C(=O)NC2(C(F)(F)F)N=C3SCCN3C2=O)cc1 (stereo unspecified)
→ -1%, x, 29%[38.3 µM], 5%, 5%[46.1 µM], 0.8%, 12%
19. CCC(C)C(NC(=O)C(N)CC(C)C)C(=O)NC(CCC(=O)OCc1ccccc1)C(N)=O (stereo unspecified)
→ -3%, x, 8%[38.3 µM], -3%, 9%[46.1 µM], 0.0%, -1%
20. Nc1ccc(C(=O)OCc2ccncc2)cc1[N+](=O)[O-]
→ 0%, 4%, 6%, -4%, -8%, -2.2%, 23%
21. COc1ccc(/C=N/n2c(SC)nnc(C(C)(C)C)c2=O)cc1
→ 1%, x, 39%[activator][38.3 µM], 4%, -30%[46.1 µM], 1.8%, 0%[1.84 µM]
22. COc1cc(-c2nnc(-c3cccnc3)o2)cc(OC)c1OC
→ -2%, x, 25%[38.3 µM], 1%, -8%[46.1 µM], 1.9%, u
23. O=C(O)c1ccc(CS(=O)(=O)c2cccc(C(F)(F)F)c2)o1
→ -1%, -3%, -6%[38.3 µM], 1%, 4%[46.1 µM], 2.2%, 7%
24. COc1cccc(N(C(=O)Cn2nnc3ccccc32)C(C(=O)NCc2ccco2)c2cccnc2)c1 (stereo unspecified)
→ 0%, -4%, 1%[38.3 µM], -9%, u, 0.0%, 28%
25. COCCN(C(=S)Nc1cccc(Cl)c1C)C(C)c1ccco1 (stereo unspecified)
→ x, x, x, 8%, -57%, -3.5%, 8%[9.22 µM]
26. O=C(NN=C1CCN(Cc2ccccc2)CC1)c1cccc(S(=O)(=O)Nc2ccccc2Cl)c1
→ -2%, -15%, -3%, 2%, -1%, -2.0%, -11%
27. O=C(NCc1ccccn1)c1cc(Br)ccc1Cl
→ -1%, 13%, 5%, 9%, 8%, 5.3%, 33%
28. O=C1C2C(C(=O)N1c1nccs1)C1C=CC2C12CC2 (stereo unspecified)
→ 1%, 2%[11.4 µM], 7%, 0%, 4%, -0.1%, 13%
29. CN(C(=O)CSc1nnc(Cc2ccccc2F)n1N)C1CCS(=O)(=O)C1 (stereo unspecified)
→ 19%, x, 6%[38.3 µM], -1%, -3%[46.1 µM], 0.8%, 5%
30. O=C(c1cc2c(=O)n3ccccc3nc2s1)N1CCOCC1
→ -1%, x, 2%[38.3 µM], 3%, 1%[46.1 µM], 0.9%, -8%

Next section
no.	canonical_smiles	KinaseGlo FLuc	L3MBTL1 block	IMPase Li cell	CBFb RUNX1 block	NPSR antagonist	Epigenetic derep	HTT aggregate
31	O=C(Nc1c(S(=O)(=O)c2ccc(Cl)cc2)csc1Br)c1ccccc1Cl	x	-8%	x	-1%	33%	-1.1%	-6%[9.22 µM]
32	Cn1cccc1C(=O)OCC(=O)NC(=O)NC1CCCCC1	4%	-7%	4%	-3%	-15%	3.2%	-10%
33	Cc1cc(C(F)(F)F)nn1CC(=O)NCc1ccco1	1%	-5%	2%	8%	-3%	-1.1%	11%[9.22 µM]
34	CCc1nnc(NC(=O)CCC(=O)N2CCN(Cc3ccc(Cl)cc3)CC2)s1	-4%	x	2%[38.3 µM]	2%	4%[46.1 µM]	1.0%	-17%
35	COc1ccc(NC(=O)CCC(=O)NCCO)cc1	-3%	-5%	6%	2%	21%	-1.1%	44%[9.22 µM]
36	CCOc1cc(-c2cc(-c3ccc(C)o3)nc(N)c2C#N)ccc1O	-1%	x	34%[activator][38.3 µM]	5%	-18%[46.1 µM]	0.1%	13%
37	Cc1ccc(CN2C(=O)CCC2C(=O)NCCN2CCOCC2)cc1 (stereo unspecified)	-1%	1%	3%[38.3 µM]	8%	6%[46.1 µM]	-2.3%	3%
38	COc1ccc(C2C(C(C)=O)=C(O)C(=O)N2c2nccs2)cc1 (stereo unspecified)	11%	x	u	-4%	-20%[46.1 µM]	-3.0%	-13%
39	Cc1ncoc1C(=O)N1CCCC(C(=O)c2ccc3c4c(cccc24)CC3)C1 (stereo unspecified)	x	-12%	x	3%	35%	0.3%	-17%
40	COc1cc(NC(=O)COc2ccc(F)cc2)nc(OC)n1	-5%	6%	-2%[38.3 µM]	-6%	-14%[46.1 µM]	-0.9%	6%

(listing goes on)
no.	canonical_smiles	KinaseGlo FLuc	L3MBTL1 block	IMPase Li cell	CBFb RUNX1 block	NPSR antagonist	Epigenetic derep	HTT aggregate
41	Cc1csc2c(N3CCN(S(=O)(=O)c4ccc(Cl)cc4)CC3)ncnc12	x	-1%	x	1%	19%	0.1%	-2%[9.22 µM]
42	Cc1ccccc1NC(=O)c1ccccc1NC(=O)Cc1cccc2ccccc12	2%	1%	-8%	-4%	-3%	4.8%	-10%
43	Clc1ccc(-n2c(SCc3nc4ccccc4[nH]3)nnc2-c2ccncc2)cc1	-4%	2%	-2%[38.3 µM]	1%	-6%[46.1 µM]	-1.0%	3%
44	CNC(=O)NNC(=O)c1onc(-c2c(Cl)cccc2Cl)c1C(=O)OC	x	6%	x	5%	-18%	-1.1%	34%[9.22 µM]
45	Cc1nnc(SCC(=O)Nc2cc(C(C)(C)C)nn2-c2ccccc2)s1	0%	2%	8%	15%	19%	0.0%	7%
46	Cc1cc(C)cc(C(=O)n2cnnc2N)c1	-1%	3%[11.4 µM]	29%[38.3 µM]	10%	1%[46.1 µM]	0.0%	8%
47	CCN(CC)CCn1c(NCc2nc3ccccc3n2Cc2ccccc2)nc2ccccc21	1%	x	34%[activator][38.3 µM]	-7%	-21%[46.1 µM]	1.0%	10%[9.22 µM]
48	COc1ccc(CCNC(=O)CC2Nc3ccccc3NC2=O)cc1 (stereo unspecified)	-6%	-17%	-4%[38.3 µM]	-11%	-9%[46.1 µM]	-1.4%	8%
49	COc1ccc(C(CNC(=O)CN2C(=O)NC3(CC(C)CC(C)(C)C3)C2=O)N2CCOCC2)cc1 (stereo unspecified)	3%	9%	-9%[38.3 µM]	7%	-10%[46.1 µM]	-1.1%	u
50	COCCn1nnnc1CN1CCC(NC(=O)c2ccc(Br)cc2)CC1	1%	5%	6%	-3%	-1%[46.1 µM]	0.1%	4%

Carrying on:
no.	canonical_smiles	KinaseGlo FLuc	L3MBTL1 block	IMPase Li cell	CBFb RUNX1 block	NPSR antagonist	Epigenetic derep	HTT aggregate
51	Cc1cc(Nc2ccc(Br)c(C)c2)n2nc(C)nc2n1	0%	5%	3%	0%	7%	0.0%	0%
52	COc1ccc(/C(C)=N\NC(=O)C(c2ccncc2)N2CCOCC2)cc1 (stereo unspecified)	x	8%	x	6%	9%	0.0%	-7%[9.22 µM]
53	O=C(/C=C/NNC(=O)c1cccc(Br)c1)c1cccc(Br)c1	-4%	x	8%[38.3 µM]	-11%	-14%[46.1 µM]	-1.4%	u
54	COCCn1cnnc1SCC(=O)Nc1cccc(S(=O)(=O)N2CCCCCC2)c1	0%	4%	-3%	4%	8%	-1.8%	-5%

One compound at a time, from the list above:
Shown for COc1ccc(/C(C)=N\NC(=O)C(c2ccncc2)N2CCOCC2)cc1 (stereo unspecified) : KinaseGlo FLuc = x; L3MBTL1 block = 8%; IMPase Li cell = x; CBFb RUNX1 block = 6%; NPSR antagonist = 9%; Epigenetic derep = 0.0%; HTT aggregate = -7%[9.22 µM]
Shown for Cc1cc(Nc2ccc(Br)c(C)c2)n2nc(C)nc2n1 : KinaseGlo FLuc = 0%; L3MBTL1 block = 5%; IMPase Li cell = 3%; CBFb RUNX1 block = 0%; NPSR antagonist = 7%; Epigenetic derep = 0.0%; HTT aggregate = 0%

This is a subset; rates above refer to the full screens.
